# NR3A LBD binder = binders of NR3A ligand-binding domain, primary screen, biophysical, differential scanning fluorimetry, uHTS | Tm shift relative to glycine control, % at 25 µM | hit rate 2.5% among 340,000 | NR3A LBD differential scanning fluorimetry, Tm shift; 0% = protein alone, 100% = glycine-bound protein | Glutamate receptor ionotropic, NMDA 3A (GRIN3A) ligand-binding domain;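 active means melting temperature shift of at least 10% of the positive control shift, at one fixed dose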
# A3G deaminase = APOBEC3G DNA deaminase inhibitors, primary screen, biochemical, fluorescence, single-stranded DNA substrate, uHTS. DNA dC->dU-editing enzyme APOBEC-3G (Homo sapiens), Q9HC16. recombinant A3G, ssDNA deamination FAM/TAMRA fluorescence. inhibition, % at 20 µM. hit rate 0.28% among 330,000;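 active means inhibition of at least 40% at 20 µM, with no more than 30% in the related APOBEC3A deaminase screen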;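 further: plate controls were DMSO wells with A3G for no effect and wells lacking A3G enzyme for full effect; some compounds called inactive have numbers as strong as hits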
# CCR6 antag = CCR6 receptor antagonists, primary screen, cell-based, CHO-K1, luminescence, beta-arrestin, uHTS | CHO-K1 CCR6 PathHunter beta-arrestin, CCL20-stimulated | inhibition, % at 20 µM | hit rate 0.49% among 340,000;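 active means compounds whose inhibition of the agonist-driven luminescence signal at 20 µM reaches about 50%, limit read from the data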;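 further: cells stimulated with CCL20 at 14 nM final; plate controls were DMSO with CCL20 for no effect and DMSO without agonist for full effect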
# EBI2 block = EBI2 receptor antagonists, beta-arrestin recruitment, primary screen, cell-based, luminescence, 7a,25-OHC stimulation, uHTS | hit rate 0.81% among 360,000 | 7a,25-OHC stimulated | inhibition, % at 5 µM | G-protein coupled receptor 183 (Homo sapiens), P32249; in the data active means inhibition above about 38%;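 further: enzyme fragment complementation signal reports receptor beta-arrestin coupling in cells; 0% = agonist plus DMSO wells and 100% = wells without agonist; some results beyond the cut were filed as inactive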
# Target sequence (P32249 whole entry, looked up, the tested form may be a part): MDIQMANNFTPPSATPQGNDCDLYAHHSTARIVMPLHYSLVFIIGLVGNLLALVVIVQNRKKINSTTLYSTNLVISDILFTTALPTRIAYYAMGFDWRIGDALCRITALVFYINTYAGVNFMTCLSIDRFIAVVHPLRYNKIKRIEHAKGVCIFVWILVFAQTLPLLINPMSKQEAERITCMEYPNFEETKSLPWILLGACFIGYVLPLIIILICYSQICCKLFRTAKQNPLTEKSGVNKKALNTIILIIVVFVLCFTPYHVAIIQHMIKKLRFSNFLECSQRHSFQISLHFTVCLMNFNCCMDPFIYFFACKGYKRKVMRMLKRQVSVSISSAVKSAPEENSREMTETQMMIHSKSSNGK
# MPTP block = mitochondrial permeability transition pore inhibitors, primary screen, biochemical, isolated mouse mitochondria, absorbance; Ca2+ swelling absorbance, 30 min; inhibition, % at 10 µM; hit rate 1.4% among 360,000; AID 602449, 2012;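 active means inhibition of 50% or more, scaled per plate between neutral and stimulator controls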;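 further: 0% = DMSO wells given calcium and 100% = 1 mM EGTA wells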
# CXCR6 block = CXCR6 receptor inhibitors, primary screen, cell-based, beta-arrestin, luminescence, CHO-K1 PathHunter, 1536-well. inhibition, % at 20 µM. hit rate 0.36% among 360,000. AID 602244, 2012; in the data active means inhibition above about 34%, passing the limit was not always enough;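 further: antagonist mode with CXCL16 agonist at 10 nM final; 0% = 10 nM CXCL16 with DMSO and 100% = unstimulated wells without agonist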
# Target sequence (O00574 whole entry, looked up): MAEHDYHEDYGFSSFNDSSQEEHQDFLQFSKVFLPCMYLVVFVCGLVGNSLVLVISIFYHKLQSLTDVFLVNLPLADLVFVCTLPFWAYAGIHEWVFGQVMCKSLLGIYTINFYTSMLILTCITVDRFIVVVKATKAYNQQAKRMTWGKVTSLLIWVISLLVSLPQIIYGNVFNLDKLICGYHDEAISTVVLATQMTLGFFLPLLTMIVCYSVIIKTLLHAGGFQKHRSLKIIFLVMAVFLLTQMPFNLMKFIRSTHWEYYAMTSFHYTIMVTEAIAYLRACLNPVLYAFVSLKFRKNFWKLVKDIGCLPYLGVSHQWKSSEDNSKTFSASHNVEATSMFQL
# Gli-Sufu block = Gli-Sufu pathway antagonists, primary screen, luciferase luminescence, Sufu-KO-LIGHT cells, uHTS. Sufu-KO-LIGHT fibroblasts, Gli luciferase reporter luminescence. inhibition, % at 5 µM. hit rate 0.74% among 340,000. AID 588413, 2011;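 active means inhibition above about 55%, limit read from the data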;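 further: 0% = DMSO-treated cells and 100% = wells with medium but no cells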
# APOBEC3A inh = APOBEC3A ssDNA deaminase inhibitors, primary screen, selectivity assay for APOBEC3G inhibitor project, biochemical, FAM/TAMRA oligo cleavage fluorescence. DNA dC->dU-editing enzyme APOBEC-3A (Homo sapiens), P31941. recombinant A3A, FAM/TAMRA ssDNA deamination fluorescence. inhibition, % at 20 µM. hit rate 0.41% among 330,000. AID 493011, 2011;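 active means at least 40% inhibition at 20 µM here, with at most 30% in a related deaminase screen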;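 further: plate controls were A3A with DMSO for no effect and wells lacking A3A enzyme for full effect; some results filed as inactive read as strong as hits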
# Target sequence (P31941 whole entry, looked up): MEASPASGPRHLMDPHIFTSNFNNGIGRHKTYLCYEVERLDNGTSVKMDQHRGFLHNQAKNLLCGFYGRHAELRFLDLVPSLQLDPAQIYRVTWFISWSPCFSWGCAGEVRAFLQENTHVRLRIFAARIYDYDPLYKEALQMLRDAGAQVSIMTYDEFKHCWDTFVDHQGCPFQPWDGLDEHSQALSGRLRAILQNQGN
# Starred values were filed as active, the others as inactive; x = not tested or not shown.
cpd	Structure	NR3A LBD binder	A3G deaminase	CCR6 antag	EBI2 block	MPTP block	CXCR6 block	Gli-Sufu block	APOBEC3A inh
1	CN(Cc1nccn1C)C(=O)c1ccc2nc(Cc3ccccc3F)oc2c1	-1	-5	16	4	0.3	5	-19	-1
2	CCc1c(C)sc(NC(=O)c2cnn3cccnc23)c1C#N	1	-2	-1	-2	-0.5	-1	-8	6
3	CC1=C(C(=O)OC(C)C)C(c2ccc(O)cc2)NC(=O)N1 (stereo not given)	0	-2	-9	-5	0.7	-1	2	-4
4	COc1ccc(C2(C)NC(=O)N(CC(=O)Nc3ccc(Br)c(C)c3)C2=O)cc1OC (stereo not given)	-10	-4	16	0	-2.5	-4	32	12
5	CCOc1nc(NCCc2ccc(OC)c(OC)c2)nc(N2CCN(c3ccc(OC)cc3)CC2)n1	3	-10	20	26	0.9	12	11	-4
6	Cn1c2ccccc2c2nnc(SCCN3CCOCC3)nc21	-1	-2	-3	0	0.9	-3	x	-2
7	O=C(COC(=O)c1ccccc1O)NCCc1c[nH]c2ccccc12	-4	2	15	3	0.7	5	-21	7
8	Cc1cccc(C(=O)NC(=S)Nc2ccccc2C(F)(F)F)c1	-9	0	46	10	0.2	15	-15	1
9	COc1cccc(NC(=O)N(Cc2ccco2)C(C)c2cccs2)c1 (stereo not given)	-13	-4	21	-8	1.4	-4	5	-5
10	CCn1ncc([N+](=O)[O-])c1C(=O)N1CCc2ccccc2C1	1	-10	7	-2	-3.1	-2	-6	-3
11	CC(OC(=O)CNC(=O)c1cccs1)C(=O)Nc1ccc(S(N)(=O)=O)cc1 (stereo not given)	-2	-10	3	-13	-0.2	-2	-2	-2
12	COc1cc2c(cc1OC)CN(C(=O)C1CCCN(C(=O)c3ccc(Cl)cc3)C1)CC2 (stereo not given)	0	-12	10	2	0.8	2	3	-4
13	CC(=O)N(C(C)=O)c1c(C#N)c(C)n(-c2ccccc2)c1C(=O)c1ccccc1	-2	0	-11	-12	1.5	1	8	-4
14	Cc1nc2ncnn2c(C)c1CCC(=O)N1CCCCC1	-1	-2	-2	0	-0.6	1	3	0
15	C=CCSc1nnc(NC(=O)c2ccc(NC(C)=O)cc2)s1	1	-1	6	-6	2.3	1	-13	5
16	CCOC(=O)c1cccc(N2C(=O)Nc3ccccc3N2O)c1	18*	-2	1	-7	0.4	-5	-2	2
17	O=C(N/N=C/c1cccnc1)c1ccc(S(=O)(=O)N2CCCCCC2)cc1	-3	2	9	1	0.2	4	-2	4
18	CCOc1ccccc1NC(=S)NNS(=O)(=O)c1c(C)cc(C)cc1C	-9	-3	5	-8	4.7	7	11	3
19	COc1ccc(CC/C(=N\O)C2(O)CCCCC2)cc1	-2	-3	-1	-9	1.3	4	-7	0
20	O=C(N/C(=C\c1ccc(Br)cc1)C(=O)N1CCCC1)c1cccs1	3	-2	-6	-3	1.6	8	2	1

# In the list so far, these have an aryl thioether with sulfur outside any ring.
cpd	Structure	NR3A LBD binder	A3G deaminase	CCR6 antag	EBI2 block	MPTP block	CXCR6 block	Gli-Sufu block	APOBEC3A inh
6	Cn1c2ccccc2c2nnc(SCCN3CCOCC3)nc21	-1	-2	-3	0	0.9	-3	x	-2
15	C=CCSc1nnc(NC(=O)c2ccc(NC(C)=O)cc2)s1	1	-1	6	-6	2.3	1	-13	5

# The results go on.
cpd	Structure	NR3A LBD binder	A3G deaminase	CCR6 antag	EBI2 block	MPTP block	CXCR6 block	Gli-Sufu block	APOBEC3A inh
21	CC(=O)Nc1ccc(S(=O)(=O)Nc2cccc(-c3ccc4nncn4n3)c2)cc1	-16	-7	1	-11	1.8	4	24	-1
22	O=C(O)c1cc(N/N=C/c2cccc3ccccc23)ccc1Cl	-5	-1	-13	2	0.4	-2	-76	1
23	COc1cc(CN2CCC(C(=O)N3CCCC(C)C3)CC2)cc(OC)c1O (stereo not given)	-1	0	-9	-11	-0.3	-1	4	4
24	CC(C)(C)CN1CCN(Cc2cccnc2)CC1CCO (stereo not given)	-2	-6	11	-2	0.3	-8	-3	-4
25	CCn1c(SCC(=O)c2cc(OC)ccc2OC)nnc1-c1ccncc1	-1	-3	9	-5	0.0	2	4	2
26	CCN(CC(=O)Nc1c(F)cccc1F)C(=O)CCc1nc2sc3c(c2c(=O)[nH]1)CCCC3	-2	20	-5	5	0.5	14	-23	23
27	Cc1ccc(S(=O)(=O)N(C)C)cc1NC(=O)C(C)OC(=O)c1ccc2c(=O)n3c(nc2c1)CCC3 (stereo not given)	-5	x	-6	-16	-1.5	-3	-6	x
28	Cc1cccc(CSc2nnc(CCNC(=O)OC(C)(C)C)o2)c1	1	-7	-3	4	1.2	-12	-19	-3
29	CCc1nn(CC(=O)NCc2cccnc2)c(=O)c2cc3occc3n12	-2	-4	12	1	-1.9	6	18	-5
30	O=C(/C=C/c1ccc(Cl)c([N+](=O)[O-])c1)Nc1ccc(NC(=O)c2ccco2)cc1	33*	x	8	12	6.3	7	42	x
31	O=C(CSc1nnc(-c2ccc(O)cc2)n1Cc1ccco1)c1cccs1	-3	-3	9	-6	4.1	3	6	-2
32	O=C(COC(=O)c1ccc2ccccc2c1O)Nc1ccccc1	-3	-5	11	-11	0.4	-3	-13	-4
33	Cc1ccccc1OCC(=O)OC(C)CN1CCN(C)CC1 (stereo not given)	0	0	-10	-2	1.0	5	7	-1
34	CCc1ccccc1NC(=O)CN(c1ccc(OC)cc1OC)S(=O)(=O)c1ccccc1	-3	-9	6	5	-0.5	8	0	-6
35	O=C(CCCCn1cnc2c(=S)nc[nH]c21)Nc1ccc(C(=O)O)c(O)c1	1	x	15	-3	0.4	3	-2	x
36	Clc1ccc(Cc2nn3c(Cn4nnc5ccccc54)nnc3s2)cc1	-2	2	12	0	7.9	-5	5	-3
37	CCNc1nc(ON=C(C)C)nc(N(C)C)n1	5	-10	-3	1	0.5	-1	0	-2
38	COc1cc(Nc2cc(C)nc3nc(C)nn23)cc(OC)c1OC	2	1	-2	1	-2.4	3	3	-1
39	CCOc1ccc(C(=O)C2CCN(C(=O)c3ccccc3C(=O)O)CC2)cc1	0	-2	-14	-5	-1.2	-4	1	-2
40	O=C(CN1CCN(S(=O)(=O)c2ccccc2)CC1)Nc1cccc(C(F)(F)F)c1	-13	-9	11	13	2.0	-1	47	-5
41	COc1cccc(OCCSc2nnc3sc4ccccc4n23)c1	1	-3	-4	-9	2.8	9	2	-2
42	O=C(NCC(=O)N1CCN(S(=O)(=O)/C=C/c2ccccc2)CC1)c1ccccc1F	1	-12	3	14	-2.1	1	3	0
43	COc1cc(Nc2nc3ccccc3n3nnnc23)cc(OC)c1OC	2	-6	7	-9	1.1	-3	-6	-5
44	Cc1c(NC(=O)N2CCCCCC2)c(=O)n(-c2ccccc2)n1C	-3	0	-27	-12	-3.4	0	-1	0
45	Cc1nn(C)cc1CN(C)C(=O)CCc1nnc(CCC2CCCCC2)o1	-2	-2	-2	5	2.2	2	7	4
46	COc1ccc(NC(=O)c2ccc(S(=O)(=O)N3CCOCC3)cc2)c(OC)c1	-1	-5	6	1	12	0	0	0
47	CCCCc1cc(=O)oc2cc(C)cc(OC(C)C(=O)NCC3CCC(C(=O)O)CC3)c12 (stereo not given)	-5	-4	-13	-2	-2.1	-4	-5	-3
48	O=C(O)C1CCCCC1C(=O)Nc1cccc(Cl)c1Cl (stereo not given)	0	-10	2	-6	-2.6	-2	4	-3
49	O=C1c2ccccc2C(=O)N1CCCCCCN1C(=O)c2ccccc2C1=O	0	x	17	1	0.4	6	0	x
50	O=C1C2C3CC(C(Br)C3Br)C2C(=O)N1c1ccccn1 (stereo not given)	-1	0	3	-11	-1.0	-2	6	-2
51	COc1ccc(O)c(CN2CCN(CCc3ccccc3)C(CCO)C2)c1 (stereo not given)	-1	-4	15	3	-1.8	4	14	3
52	Cn1c(=O)oc2cc(S(=O)(=O)NCc3ccccn3)ccc21	5	14	-8	-4	-2.6	-2	8	-7
53	Cc1cc(NC(=O)CCCC(=O)NCc2cccs2)no1	-1	-1	-1	1	-0.5	-18	1	0
54	O=C1CCCc2c1cc(C(=O)NCc1ccco1)c(=O)n2-c1ccc(Cl)cc1	-1	-4	9	2	0.2	-1	3	-6
55	CCc1ccc(C2NC(=S)NC3=C2C(=O)N(c2ccccc2OC)C(c2ccc(CC)cc2)N3)cc1 (stereo not given)	-7	-1	-2	-18	2.5	-1	-17	1
56	O=C(Nc1ccccc1)C(c1ccccc1)c1ccccc1	-4	-9	10	19	0.0	-17	-8	-3
57	Cc1ccc(C2CC(c3ccc(NS(C)(=O)=O)cc3)=NN2C(=O)c2ccco2)cc1 (stereo not given)	-12	1	2	-24	-1.4	-21	3	2
58	O=c1[nH]c2cnccc2n1-c1ccccc1	7	-7	17	-11	-0.8	-4	-76	-5
59	O=S(=O)(Cc1noc(-c2ccc(Cl)cc2)n1)Cc1ccco1	-1	0	12	0	0.5	7	-7	5
60	O=C(c1cccs1)N(c1ccc(F)cc1)C1C=CS(=O)(=O)C1 (stereo not given)	-1	-4	9	-6	2.8	6	0	-2
61	COc1cccc(CNC(=O)CCC2CCCN(Cc3ccc(OC(F)F)cc3)C2)c1 (stereo not given)	1	-6	11	-3	-1.9	11	-4	-1
62	O=C(NC1=NCCS1)c1cccc(S(=O)(=O)N2CCc3ccccc32)c1	-12	5	11	4	-0.4	0	9	-2
63	Cc1ccc(C)c(OCc2ccc(C(=O)Nc3ccc([N+](=O)[O-])cn3)o2)c1	-6	-9	8	-8	1.0	-9	4	-1
64	COc1ccc(C2=NN(C(=O)c3ccccc3C(=O)O)C(c3ccccc3O)C2)cc1 (stereo not given)	0	-2	13	1	1.3	-8	20	1
65	Nc1c(C(=O)N2CCCCCC2)oc2ccccc12	3	-1	19	1	0.6	8	-10	-5
66	Cc1oc(C(C)(C)C)cc1C(=O)Nc1ccc2c(c1)OCO2	10	-8	3	10	19	1	-10	-5
67	Cc1ccc(C)c(NC(=O)C(OC(=O)c2cc[n+]([O-])cc2)c2ccccc2)c1 (stereo not given)	2	-6	8	16	-1.7	-2	-3	-1
68	O=C(COC(=O)Cc1cccs1)NCC(=O)Nc1ccc(F)cc1	3	1	9	7	-0.3	0	-3	0
69	COc1ccc(C(C2C(=O)CC(C)(C)CC2=O)C2C(=O)CC(C)(C)CC2=O)cc1	1	1	10	0	11	2	3	1
70	CC(C)CCN(C(=O)c1cc(=O)[nH]c2ccccc12)c1c(N)n(Cc2ccccc2)c(=O)[nH]c1=O	-2	-9	-1	-16	0.0	-1	5	-6

# Continuation.
cpd	Structure	NR3A LBD binder	A3G deaminase	CCR6 antag	EBI2 block	MPTP block	CXCR6 block	Gli-Sufu block	APOBEC3A inh
71	O=C(c1cc(-c2ccc3c(c2)OCO3)on1)N1CCOCC1	1	-3	-19	1	-0.6	0	-14	5
72	N#Cc1c2n(c3c(=O)[nH]cnc13)CCCC2	-2	-5	-15	-19	-1.9	-3	3	-1
73	O=C(NC1CCCCC1)c1ccc(-c2ccccc2[N+](=O)[O-])o1	1	-2	12	0	-0.1	-8	x	-1
74	CCOCCCNC(=O)C1CCN(S(=O)(=O)N2CC(C)CC(C)C2)CC1 (stereo not given)	5	-5	-1	-9	-0.6	0	0	2
75	C/C(=N\S(=O)(=O)c1ccc(C)cc1)N1CCN(S(=O)(=O)c2ccccc2)C1	0	-4	10	-16	-0.8	2	11	-1

# Source: PubChem BioAssay

# Rows are unselected. Share with any hit: about 5.8%.
